PMI inhibitors: inhibitors of human PMI, primary screen, biochemical, fluorescence intensity, coupled assay (AID 1209) | purified PMI enzyme, coupled fluorescence intensity; higher % means a stronger effect | inhibition, % at 20 µM; hits with a dose series show IC50 in µM | actives 0.42% (n = 190,000);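 also: plate controls were DMSO vehicle for no effect and wells lacking substrate for full effect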
TNAP activators: human TNAP enzyme activators, primary screen, biochemical, luminescent, no phosphate acceptor, uHTS (AID 1001); purified TNAP, luminescent activation assay, no phosphate acceptor; higher activation fold means a stronger effect; one-dose activation fold at 20 µM; EC50 in µM for titrated hits; actives 0.03% (n = 200,000); in the data active = activation fold from about 3, or a potency from the dose series; inactive = the rest, 99 in 100 with activation fold below about 1.6; also: many of its hits are not listed in these tables
KOR beta-arrestin-1: kappa opioid receptor blockers – cell-based, luminescence, uHTS (AID 1778). inhibition, % at 10 µM, or IC50 in µM where a hit was titrated. KOR beta-arrestin recruitment, luminescence, antagonist mode; higher % means a stronger effect. actives 0.091% (n = 290,000); also: strong numbers were not always called active
human PMI inhibitors: MPI inhibition at elevated mannose 6-phosphate – biochemical, fluorescence intensity, high mannose 6-phosphate, primary screen (AID 1220) | recombinant PMI enzyme, coupled fluorescence intensity; higher % means a stronger effect | one-dose inhibition, % at 20 µM; IC50 in µM for titrated hits | actives 0.66% (n = 190,000)
NOD1 NF-kB reporter: NOD1 signaling inhibitors, primary screen, cell-based, luminescence, uHTS (AID 1578). NOD1-driven NF-kB luciferase reporter cells, luminescence; higher % means a stronger effect. one-dose inhibition, % at 4 µM; EC50 in µM for titrated hits. actives 1% (n = 290,000); in the data active = inhibition mostly above about 36%, no sharp cut-off; inactive = mostly below about 34%;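 also: HEK-293T reporter cells stimulated with the NOD1 agonist gamma-tri-DAP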
KOR beta-arrestin-2: KOR agonists, beta-arrestin recruitment, primary screen, cell-based, luminescence, uHTS (AID 1777); KOR beta-arrestin recruitment, luminescence; higher % means a stronger effect; one-dose activation, % at 10 µM; EC50 in µM for titrated hits; actives 0.02% (n = 280,000); in the data active = activation above about 50%, passing the limit was not always enough; also: a part of the inactive calls stands beside numbers as strong as those of hits
HEK293 NOD2/NF-kB: inhibition of NOD2-driven NF-kB reporter – cell-based, luminescence, uHTS, HEK293 (AID 1566); HEK293 NOD2/NF-kB luciferase reporter, luminescence; higher % means a stronger effect; inhibition, % at 4 µM, or EC50 in µM where a hit was titrated; actives 0.63% (n = 290,000); also: many of its hits are not listed in these tables
XIAP displacement: XIAP antagonists, biochemical, IAP family, fluorescence polarization (AID 1018). XIAP BIR domain, fluorescence polarization peptide displacement; higher % means a stronger effect. displacement, % at 20 µM; hits with a dose series show IC50 in µM. actives 0.007% (n = 200,000); in the data active = displacement above about 50%; also: a part of the inactive calls stands beside numbers as strong as those of hits
LYP inhibition: inhibitors of LYP phosphatase, biochemical, fluorescence intensity, uHTS (AID 1779); recombinant LYP phosphatase, fluorescence intensity; higher % means a stronger effect; inhibition, % at 11.5 µM, or IC50 in µM where a hit was titrated; actives 0.054% (n = 290,000);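 also: plate controls were vehicle with enzyme for no effect and no enzyme for full effect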
* = called active by the depositor; / = not tested or not shown; [ ] = remark or other dose. Rule as the data show it, unless noted: active = inhibition above about 50%; inactive = the rest. An excerpt; count on the stated rates, not on these rows.

Molecule,KOR beta-arrestin-2,NOD1 NF-kB reporter,PMI inhibitors,LYP inhibition,TNAP activators,human PMI inhibitors,KOR beta-arrestin-1,XIAP displacement,HEK293 NOD2/NF-kB
CCN1CCN(CCCNC(=O)C2c3ccccc3C(=O)N(C)C2c2ccc(OC)cc2)CC1 (configuration not stated),5.0%,-22%,0%,-3%,1.1,3%,-21%,-7.6%,8%
Cc1ccc(CNC(=O)c2cc(=O)c3ccc(C)cc3o2)cc1,-2.1%,5%,/,-6%,/,/,3%,/,50%
CC12CC(NC(=O)N1CCc1ccccc1)c1cc(Cl)ccc1O2 (configuration not stated),-0.6%,-19%,12%,-1%,1,11%,-23%,-7.0%,17%
COc1ccccc1NC(=S)NCCc1ccc(Cl)cc1,-2.2%,43%,-9%,-9%,1,-3%,20%,-7.0%,21%
Cc1sc2ncn(CCn3cnc4sc(C)c(C)c4c3=O)c(=O)c2c1C,0.3%,23%,10%,2%,1.1,6%,2%,-15%,13%
CSCCC(NC(=O)c1ccccc1)C(=O)OCC(=O)Nc1ccc(C)c(Cl)c1 (configuration not stated),4.4%,-4%,6%,-4%,1,2%,-46%,-6.9%,-2%
COc1ccccc1-n1ccnc1SCC(=O)NC1CCCC1,-1.9%,-20%,4%,-9%,1.1,2%,-12%,-2.7%,0%
C[C@@H](C(=O)Nc1nc2ccc(F)cc2s1)N1C(=O)C2CC=CCC2C1=O (some centres not stated),-3.5%,-32%,-6%,-2%,1.1,4%,21%,-6.5%,2%
CN(C)S(=O)(=O)c1ccc(NC(=O)COC(=O)c2ccccn2)cc1,3.0%,/,1%,2%,1.1,5%,-7%,-3.6%,-6%
Cc1c(Cl)cccc1NC(=O)CSC(N)=O,-1.7%,-49%,9%,-6%,0.8,-2%,-24%[20 µM],0.9%,-3%
CC(C)N=C1CC(C)(C)CC(=O)/C1=C(/O)CCCN1C(=O)c2ccccc2C1=O,-0.4%,-20%,6%,-4%,1,14%,-15%,-7.5%,20%
CCN(CC)C(=O)C(=O)N/N=C/c1ccc(Cl)cc1Cl,-1.0%,2%,-20%,-4%,1,-20%,-19%,-5.3%,-10%
O=C(CSc1ccccc1)Nc1ccc(C(=O)Nc2cccc(O)c2)cc1,-1.1%,-42%,8%,-2%,1,3%,8%,-9.2%,-14%
CN(Cc1ccccc1)C(=O)C1CCN(S(=O)(=O)c2ccc3nc4c(c(C(=O)O)c3c2)CCCC4)CC1,-2.8%,-10%,/,-5%,/,/,-30%,/,8%
COc1ccc(NC(=O)C2CCCN(C(=O)Nc3cccc(OC)c3)C2)cc1 (configuration not stated),0.6%,1%,/,-8%,/,/,-28%,/,9%
COc1cc(/C=N\NC(=O)c2ccc(-c3ccccc3)cc2)cc(OC)c1OC(C)=O,1.2%,23%,/,-3%,/,/,-13%,/,10%
CCOc1ccc(OCC)c(NC(=O)CSc2nnc(C3CC3)n2CC)c1,-4.1%,-5%,/,-8%,/,/,-12%,/,13%
O=C(O)Cc1sc(-c2ccc(Cl)cc2)nc1-c1ccccc1,6.2%,-3%,6%,2%,1.1,10%,-40%,4.0%,-3%
Cc1cccc(-n2nc3c(c2NC(=O)C(C)C)CS(=O)(=O)C3)c1C,-2.6%,-7%,/,-8%,/,/,0%,/,13%
CC(C)CN1CC(=O)N2C(c3ccccc3)c3[nH]c4ccccc4c3C[C@H]2C1=O (some centres not stated),2.0%,-14%,/,-2%,/,/,15%,/,3%
CC(C)c1ccc(NS(=O)(=O)c2ccc(N3C(=O)CCC3=O)cc2)cc1,-1.6%,-3%,/,-8%,/,/,-8%,/,-2%
Cn1c(CO)nc2cc(N)ccc21,-3.2%,0%,15%,-2%,1,20%,14%,-1.6%,12%
COc1ccc(C(=S)N2CCCC2)cc1OC,-4.7%,-11%,3%,-7%,1.3,2%,-6%,-4.7%,10%
NC(=S)c1ncc(C(F)(F)F)cc1Cl,3.3%,0%,/,-7%,/,/,-12%,/,17%
Cc1ccc2[nH]c(=O)c(CN(Cc3cccnc3)C(=S)NCCCN(C)C)cc2c1,-3.0%,-53%,4%,-11%,1,-2%,-23%,-6.3%,15%

The listing continues:
Molecule,KOR beta-arrestin-2,NOD1 NF-kB reporter,PMI inhibitors,LYP inhibition,TNAP activators,human PMI inhibitors,KOR beta-arrestin-1,XIAP displacement,HEK293 NOD2/NF-kB
O=C(Nc1ccc(-c2cn3ccsc3n2)cc1)c1ccc(F)c(S(=O)(=O)N2CCOCC2)c1,-1.7%,/,13%,5%,1.2,6%,-8%,-7.0%,/
Cc1ccc(C)c2[nH]c(=O)c(CCNC(=O)c3ccc(S(=O)(=O)N4CCCC4)cc3)cc12,5.2%,3%,/,-2%,/,/,-12%,/,21%
Cc1ccc(CN2CCN(/N=C/c3cc(Br)ccc3O)CC2)cc1,-2.9%,11%,8%,2%,1.1,7%,16%,-2.1%,10%
CC1(C(=O)NNC(=O)C2CCCCC2)CC1(Cl)Cl (configuration not stated),-1.1%,2%,/,-4%,/,/,34%,/,20%
COc1ccc2cc3cc(C(=O)NC(C)C)oc3nc2c1,15%,-63%,14%,-32%,1.2,11%,-8%,-4.3%,-22%
CSc1ccccc1NC(=O)c1cc(C2CC2)on1,-0.4%,-30%,11%,1%,1.1,11%,-22%,-4.1%,-20%
O=C(Nc1ccc2c(c1)OC1(CCCC1)O2)C1CC1,9.4%,-47%,0%,-5%,1.1,0%,-15%,-7.0%,-19%
Cc1ccc2c(c1)sc(C)[n+]2CCCS(=O)(=O)[O-],-2.1%,9%,10%,-6%,1.1,12%,23%,-3.5%,-2%
Cc1ccc(NC(=O)CSc2ccc(C(N)=O)cc2[N+](=O)[O-])cc1,-4.8%,-2%,4%,-13%,1,4%,12%,-2.9%,1%
CC(=O)C(Sc1nccc(-c2cccs2)n1)C(C)=O,3.4%,-30%,-16%,0%,0.9,-13%,-12%,-5.0%,-61%
N/C(Cc1cccc2ccccc12)=N\OC(=O)Cc1cccs1,2.2%,8%,9%,1%,1.1,10%,/,-3.8%,-20%
Nc1c(C(=O)NCCc2ccccc2)nnn1Cc1ccccc1,-3.7%,-51%,12%,-1%,1,3%,7%,-3.0%,-23%
c1cncc(CNc2ncnc3sc4c(c23)CCC4)c1,3.4%,23%,-38%,-4%,1.1,-20%,-36%,-6.8%,23%
Cc1ccc(CSCC(=O)Nc2c(C)n(C)n(-c3ccccc3)c2=O)cc1,-3.7%,-6%,0%,-6%,1,4%,/,-9.7%,14%
O=C(Nc1cccnc1)C1CCN(S(=O)(=O)c2cccc3nonc23)CC1,-3.0%,-5%,1%,-4%,1,-1%,13%,-5.0%,6%
COc1ccc(OC)c(NC(=O)Nc2ccc3c(c2)CCC3)c1,4.9%,-40%,/,-4%,/,/,-15%,/,-7%
O=C(c1ccc(S(=O)(=O)N2CCCC2)cc1)N1CCCCCC1,-0.9%,2%,/,-8%,/,/,-2%,/,14%
COc1ccc(/C=C/C(=O)NC(=S)N2CCSCC2)cc1,1.9%,-30%,-5%,0%,1,3%,-20%,-7.9%,-8%
Nc1ncc(CN2CCCC(C(=O)Nc3ccc(-c4ccco4)cc3)C2)cn1 (configuration not stated),2.3%,-7%,/,-10%,/,/,8%,/,10%
O=C(CN1C(=O)C2C3C=CC(C3)C2C1=O)OCC(=O)c1ccccc1 (configuration not stated),3.6%,12%,15%,-7%,1.2,9%,1%,-1.5%,0%
COc1cc(=O)[nH]c(=O)n1C(=O)Cc1ccccc1,-3.8%,3%,6%,-2%,1,13%,4%,-1.0%,4%
Cc1cc(Nc2nnnn2-c2ccccc2)n(-c2ccccc2)n1,2.1%,-12%,-2%,-3%,1,-1%,-23%,-1.4%,4%
CNC(=S)N1CCN(c2ccc([N+](=O)[O-])cc2)CC1,16%,12%,1%,-6%,0.9,2%,26%,-2.1%,11%
COc1ccc(/C=C2\SC(=O)NC2=S)cc1OC,0.7%,-8%,21%,-5%,1,2%,-40%,-1.9%,-63%
O=C(NCCc1ccccc1)c1ccccc1[N+](=O)[O-],-5.2%,-22%,/,-12%,/,/,-42%[20 µM],/,-18%

Reprinted from above for reference:
Molecule,KOR beta-arrestin-2,NOD1 NF-kB reporter,PMI inhibitors,LYP inhibition,TNAP activators,human PMI inhibitors,KOR beta-arrestin-1,XIAP displacement,HEK293 NOD2/NF-kB
Nc1c(C(=O)NCCc2ccccc2)nnn1Cc1ccccc1,-3.7%,-51%,12%,-1%,1,3%,7%,-3.0%,-23%
c1cncc(CNc2ncnc3sc4c(c23)CCC4)c1,3.4%,23%,-38%,-4%,1.1,-20%,-36%,-6.8%,23%
Cc1ccc(CSCC(=O)Nc2c(C)n(C)n(-c3ccccc3)c2=O)cc1,-3.7%,-6%,0%,-6%,1,4%,/,-9.7%,14%

Following part:
Molecule,KOR beta-arrestin-2,NOD1 NF-kB reporter,PMI inhibitors,LYP inhibition,TNAP activators,human PMI inhibitors,KOR beta-arrestin-1,XIAP displacement,HEK293 NOD2/NF-kB
CCCOc1cccc(C(=O)Nc2ccc(Br)cc2F)c1,-1.7%,-64%,-9%,4%,1.1,-2%,/,-2.9%,-76%
O=C(Cn1ncc2c1-c1ccccc1OC2)N1CCN(c2ccccn2)CC1,0.8%,-22%,8%,-1%,1.1,8%,-2%,-0.9%,0%
CCOc1ccc(N(CC(=O)NCc2ccc(OC)cc2)C(=O)CCC(=O)Nc2nccs2)cc1,-2.2%,-48%,/,-2%,/,/,-11%,/,5%
COC(=O)c1ccc(N2CCOCC2)c(NC(=O)c2cccs2)c1,18%,-10%,/,-6%,/,/,-6%,/,0%
CC1(C)Cc2cccc(C(=O)Nc3ccc(F)cc3F)c2O1,-3.2%,5%,/,-8%,/,/,13%,/,2%
Cc1cc(OCC(=O)O/N=C(\N)c2ccccc2)ccc1Cl,16%,-28%,16%,-3%,1.1,6%,5%,-9.3%,-12%
Cn1c(SCC(=O)NC2CCCC2)nnc1-c1cccs1,-3.9%,9%,/,-10%,/,/,-15%,/,-8%
Cc1scc(C(=O)NNC(=S)NCC(C)C)c1C,-0.8%,-19%,-7%,0%,2.5,3%,36%,-1.7%,-15%
CN1c2ccsc2/C(=N/NC(=O)c2c(F)cccc2F)CS1(=O)=O,-8.6%,15%,7%,1%,1.1,3%,19%,-6.7%,4%
CCOc1ccccc1N(C(=O)CNC(=O)c1ccco1)C(C(=O)NC1CCCC1)c1ccncc1 (configuration not stated),3.2%,0%,/,-8%,/,/,-28%,/,7%
COc1ccc(S(=O)(=O)NCCC(C)C)cc1C,-1.0%,10%,-4%,-8%,1,0%,6%,-4.9%,12%
O=C(COC(=O)c1ccccc1C(=O)c1ccccc1)c1ccco1,1.2%,-10%,10%,1%,1.1,12%,10%,-4.9%,-6%
CC(C)(C)c1ccc(OC(=O)N2CCOCC2)cc1,-2.8%,-12%,/,-12%,/,/,11%,/,-9%
c1ccc2oc(-c3csc(N4CCOCC4)n3)cc2c1,-2.5%,-38%,40%,-6%,1.1,27%,-14%,-3.9%,-158%
O=C(CN(Cc1ccc(F)cc1)C(=O)C1CSC(=O)C1)NC1CCCCC1 (configuration not stated),3.3%,0%,-10%,-8%,1,-4%,-32%,-4.3%,16%
Cn1c(=O)c2c(nc(NCc3ccco3)n2Cc2ccccc2Cl)n(C)c1=O,2.1%,11%,2%,-10%,1.1,-5%,11%,-8.2%,23%
c1cncc(C(c2nnnn2C2CCCC2)N2CCN(Cc3ccc4c(c3)OCO4)CC2)c1 (configuration not stated),1.5%,-12%,2%,-5%,1.1,-3%,-10%,-4.6%,-1%
CCc1ccc(NC(=O)N2CCN(C(=O)C3CCCO3)CC2)cc1 (configuration not stated),1.8%,-24%,/,-14%,/,/,14%,/,0%
